D2 antag: D2 dopamine receptor (human) antagonism | P14416 | HEK293 TREx D2 cells, calcium flux, dopamine EC80 | inhibition, % at 10 µM | 340,000 tested, 2% active; in the data active = inhibition above about 30%; also: 0% is about no effect
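Calcium mobilization kinetics were recorded at 1 s intervals in tetracycline-induced HEK293 T-REx D2 cells, first for 180 s after compound addition and then 180 s after EC80 dopamine.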
TRHR PAM: TRH receptor (human) allosteric enhancement. P34981. TRHR cells, fluo-8 calcium fluorescence, EC20 TRH enhancement. enhancement, % at 2 µM. 360,000 tested, 0.66% active; in the data active = enhancement above about 30%; also: 0% is about no effect
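Enhancer read-out: after compound pinning and an initial kinetic agonist-mode read, an EC20 of TRH (10 nM final) was injected and fluo-8 calcium signal (Ex 480/Em 530) followed at 1 s/cycle for 100 cycles in TRHR-expressing cells.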
D1 antag: human D1 dopamine receptor antagonism; P21728; HEK293 TREx D1 cells, calcium flux, dopamine EC80; active compounds read low; activity change, negative = inhibition, % at 10 µM; 360,000 tested, 3.2% active; AID 504652; in the data active = activity change below about -30%; also: % is scaled to controls: 0 for no effect and ±100 for the full control effect
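Inducible Hek293 Trex D1 cells (tetracycline, overnight, 30 C). Calcium dye 30–90 min RT. Antagonist mode: EC80 dopamine added after 180 s compound read.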
D1 ag: activates the human D1 dopamine receptor | activation, % at 2 µM | 360,000 tested, 1% active | HEK293 T-REx D1 cells, calcium flux, agonist mode | P21728; also: 0% is about no effect
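Tetracycline-induced HEK293 TREx D1 cells, force-coupled to calcium signalling, were dye-loaded with a no-wash calcium kit. Compound was pin-added after a 10 s baseline. Fluorescence was read kinetically at 1 cycle/s for 180 s, with calcium rises flagged as agonism.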
D2 PAM: positive allosteric modulators of human D2 dopamine receptor; HEK293 T-REx D2, calcium flux, EC20 dopamine potentiation; P14416; 340,000 tested, 0.34% active; AID 485347; potentiation, % at 10 µM;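 active = potentiation over 3 SD above the plate norm, cut at about 30% in these data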; also: 0% is about no effect
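Potentiation of an EC20 dopamine calcium response is measured in a force-coupled, tetracycline-inducible Hek293 Trex D2 line. Compound-only kinetic reads over 180 s flag agonists before dopamine addition.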
D1 potentiator: human D1 dopamine receptor positive modulation. P21728. HEK293 TREx D1 cells, calcium flux, dopamine EC20 potentiation. potentiation, % at 10 µM. 360,000 tested, 0.036% active. AID 504651; in the data active = potentiation above about 30%; also: 0% is about no effect
RXFP1 antagonist: antagonists of human relaxin receptor RXFP1 | activity change, negative = inhibition, % at 57.5 µM | Q9HBX9 | HEK293-RXFP1, relaxin-stimulated cAMP HTRF, 30 min; active compounds read low | 350,000 tested, 0.59% active;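 active = activity change of -60% or lower, but not beyond a set lower limit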; also: % is scaled to controls: 0 for no effect and ±100 for the full control effect
Target sequence (Q9HBX9 whole entry, looked up): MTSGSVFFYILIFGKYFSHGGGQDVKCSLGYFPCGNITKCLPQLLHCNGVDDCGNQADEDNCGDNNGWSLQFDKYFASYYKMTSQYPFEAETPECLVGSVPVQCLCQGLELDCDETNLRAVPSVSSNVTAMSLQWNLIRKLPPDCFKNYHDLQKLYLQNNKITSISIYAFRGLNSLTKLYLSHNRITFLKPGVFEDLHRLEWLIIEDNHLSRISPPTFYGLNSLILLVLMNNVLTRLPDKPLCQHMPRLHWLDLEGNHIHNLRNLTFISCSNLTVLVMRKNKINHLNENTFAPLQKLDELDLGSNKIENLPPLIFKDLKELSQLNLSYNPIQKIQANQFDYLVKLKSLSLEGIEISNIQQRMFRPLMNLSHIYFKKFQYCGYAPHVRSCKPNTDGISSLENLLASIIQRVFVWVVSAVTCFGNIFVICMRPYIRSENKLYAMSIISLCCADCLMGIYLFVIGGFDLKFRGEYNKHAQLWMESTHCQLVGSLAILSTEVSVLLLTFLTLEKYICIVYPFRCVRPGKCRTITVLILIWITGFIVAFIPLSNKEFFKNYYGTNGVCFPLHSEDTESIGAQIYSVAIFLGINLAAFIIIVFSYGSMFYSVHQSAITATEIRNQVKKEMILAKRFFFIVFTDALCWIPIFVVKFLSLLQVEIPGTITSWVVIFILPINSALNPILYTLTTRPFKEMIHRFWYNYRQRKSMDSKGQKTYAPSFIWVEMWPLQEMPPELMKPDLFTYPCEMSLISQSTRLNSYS
D2 ag: activates the human D2 dopamine receptor. P14416. HEK293 T-REx D2 cells, calcium flux agonist mode. activation, % at 2 µM. 340,000 tested, 0.53% active. AID 485358;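 active = activation over 3 SD above normal in the single-dose calcium agonist read, cut at about 30% in these data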; also: 0% is about no effect
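Tetracycline-induced HEK293 T-REx cells with force-coupled D2 receptor, plated overnight at 30 C, loaded with no-wash calcium dye. After a 10 s baseline, compound was pin-added and calcium flux read kinetically for 180 s; calcium rises flagged agonists.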
TRHR ag: activates the human TRH receptor. P34981. TRHR cells, calcium flux fluo-8, FDSS agonist mode. activation, % at 2 µM. 360,000 tested, 0.18% active; also: 0% is about no effect
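Steps: seed TRHR cells overnight; add fluo-8 no-wash Ca dye, RT 30 min–1.5 h; record 10 s baseline; pin-transfer compounds; monitor fluorescence 1 cycle/s for the agonist window. Calcium increases flag candidate agonists.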
Starred values were filed as active, the others as inactive; x = not tested or not shown; & = joins results of further samples. Rule as the data show it, unless noted: active = activation above about 30%; inactive = the rest.

molecule	D2 antag	TRHR PAM	D1 antag	D1 ag	D2 PAM	D1 potentiator	RXFP1 antagonist	D2 ag	TRHR ag
Cc1nc2sc3c(c2c2nc(-c4ccco4)nn12)CCCC3	3	-3	-6	2	-5	-4	x	0.8	-0.3
COc1cccc(OCC(=O)Nc2ccccc2C(=O)Nc2ccc(C(=O)O)cc2)c1	-10	-11	5	0	-5	-5	-7	-1.0	2.1
CCOc1ccc(N(CC(=O)NCc2ccccc2)C(=O)CCC(=O)Nc2nccs2)cc1	-2	11	26	2	-17	-2	2	-1.1	-0.5
C=CCN=C1SC(C)(C)C(=O)N1S(=O)(=O)c1ccc(C)cc1	-5	5	-1	5	-3	-2	-10	-0.4	0.3
CCn1nc(C(=O)OC(C(=O)c2c[nH]c3ccccc23)c2ccccc2)c2ccccc2c1=O (stereo not drawn)	-4	-2	-4	5	-4	-5	2	0.8	0.9
CC(C)c1ccccc1NC(=S)NCc1nc2ccccc2[nH]1	0	4	x	2	-4	-4	-4	0.0	0.5
CCC(Oc1ccccc1)C(=O)Nc1ccc(-c2nnc(-c3ccco3)o2)cc1 (stereo not drawn)	-9	-4	-1	4	7	-3	-1	-1.3	-0.3
O=C1c2ccccc2NC(c2ccc(O)c(O)c2)N1c1ccccc1Cl (stereo not drawn)	-11	-7	-2	2	-6	-6	19	-1.0	0.1
CCOc1ccc(NS(=O)(=O)c2cccc(C(=O)NCC3(N(C)C)CCCCC3)c2)cc1	6	2	-4	10	1	-5	-13	0.9	3.3
COc1ccc(C(CNC(=O)COc2ccccc2C)N2CCOCC2)cc1 (stereo not drawn)	1	2	4	6	8	-4	-16	0.5	0.0
CC12c3ccccc3C(c3ccccc31)C1C(=O)N(Cc3cccnc3)C(=O)C12 (stereo not drawn)	-3	-2	5	0	-1	-3	-11	-0.9	0.4
Cc1cc(C(=O)N2CCCC(C(=O)c3ccc4ccccc4c3)C2)n(C)n1 (stereo not drawn)	1	-7	2	1	12	3	34	-0.2	-0.9
Cc1nc(CC(=O)Nc2nc(-c3ccccc3)cs2)cs1	-2	7	-10	2	0	9	-1	0.6	-0.7
C=CCNC(=S)N/N=C/c1ccc(OCc2ccccc2)cc1	-23	-4	29	3	1	-3	2	0.4	0.7
Cc1ccc(S(=O)(=O)N[C@@H](C)C(=O)N2CCC(C(=O)N[C@@H](Cc3ccccc3)C(=O)O)CC2)cc1	2	-5	12	0	7	-3	19	0.2	0.8
COC(=O)[C@H](CC(C)C)NC(=O)Nc1ccccc1F	-4	3	6	3	-5	0	3	1.4	-0.2
Cc1cc(=S)c2ccccc2[nH]1	12	-1	-11	1	-3	4	15	1.6	1.6
O=C(c1cccs1)N(Cc1cccnc1)c1nc2c(Cl)cccc2s1	x	-3	x	15	x	-2	-25	0.2	0.8
CCCC(=O)Oc1ccc2c(C)cc(=O)oc2c1	0	2	-1	0	1	1	17	-1.0	-0.9
COc1ccc(NC(=O)c2ccc(NCCN3C(=O)CCC3=O)c([N+](=O)[O-])c2)cc1	7	8	x	0	9	2	-12	0.0	0.0
O=C(CCn1c(=O)oc2cc(Cl)ccc21)Nc1ccc(O)cc1	-13	1	-20	2	x	-6	-6	-0.2	0.4
CCn1c(C(=O)NCc2ccccc2C)cc2oc3ccccc3c21	x	3	-6	0	1	-2	-14	0.0	-0.1
Cn1c(SCC(=O)Nc2ccc3cn[nH]c3c2)nnc1-c1cccs1	x	-3	-3	2	x	-7	-8	x	0.3
O=C(NCc1cccnc1)c1ccc([N+](=O)[O-])o1	-7	0	3	3	-14	-3	5	0.8	4.2
Cc1cc2c(cc1S(=O)(=O)N(C)C1CCCCC1)OCC(=O)N2	-1	1	-11	1	16	-6	0	5.6	0.3

Overlap with the part before: 2 compounds, followed by the next part.
molecule	D2 antag	TRHR PAM	D1 antag	D1 ag	D2 PAM	D1 potentiator	RXFP1 antagonist	D2 ag	TRHR ag
O=C(NCc1cccnc1)c1ccc([N+](=O)[O-])o1	-7	0	3	3	-14	-3	5	0.8	4.2
Cc1cc2c(cc1S(=O)(=O)N(C)C1CCCCC1)OCC(=O)N2	-1	1	-11	1	16	-6	0	5.6	0.3
CCOc1ccc(Cc2nn[nH]n2)cc1	17	-2	-26	1	-6	-3	15	2.1	-0.8
CC1=NN(C(=O)Cc2ccc([N+](=O)[O-])cc2)C(O)(C(F)(F)C(F)(F)F)C1 (stereo not drawn)	3	3	-26	9	-4	-1	-14	0.3	0.5
COc1ccc(C)cc1NC(=O)NNS(=O)(=O)c1ccc(NC(C)=O)cc1	-5	2	15	1	8	0	-5	0.8	0.0
Cc1cc(C)cc(NS(=O)(=O)c2ccc(NC(=O)C3CCCCC3C(=O)O)cc2)c1 (stereo not drawn)	-12	0	9	1	17	0	-1	-0.3	0.2
CCc1ccc(NC(=O)N2CCc3ccccc3C2)cc1	10	-2	-4	0	-7	1	5	-0.6	-0.9
Cc1ccc2[nH]c(=O)c(CN(CCCN(C)C)C(=O)Nc3ccc(Cl)cc3)cc2c1	16	-1	x	-2	-19	-5	10	0.9	0.1
COC(=O)c1c(N)sc(C(=O)N2CCOCC2)c1C	-3	6	11	3	-2	0	3	-0.2	0.2
Cc1ccc(-n2ncc(C(=O)NCc3ccccn3)c2C2CCN(C(=O)OC(C)(C)C)CC2)c(C)c1	x	-8	-5	2	4	-4	-6	x	-0.7
COc1ccc(S(=O)(=O)N2CCN(C(=O)c3cccs3)CC2)cc1	9	7	6	1	9	-3	-6	x	0.2
O=C(NCCCc1ccccc1)C1CCN(c2nnc(-n3cccc3)s2)CC1	-6	3	24	-1	4	x	x	-1.6	-0.4
COc1cc(OC)cc(C(=O)Nc2ccc3c(c2)N(C2CCCC2)C(=O)c2ccccc2S3)c1	x	-4	-3	7	10	-2	-8	-0.4	0.3
COc1ccc(C(=O)Nc2ccc(-c3cn4ccsc4n3)cc2)cc1S(=O)(=O)N1CCOCC1	-15	0	-11	0	11	0	0	0.6	0.2
O=C(Nc1cccc(F)c1)C1CCCN(c2cnccn2)C1 (stereo not drawn)	5	-8	-16	0	0	-3	4	0.1	-0.1
COc1ccc(Cl)cc1NC(=S)NCc1cccnc1	-12	-5	0	2	-9	-3	1	-0.9	0.9
NS(=O)(=O)c1ccc(CCNC(=O)Cn2c(=O)c3cccn3c3cccnc32)cc1	13	-1	7	3	2	-2	-19	-0.1	1.0
O=Cc1ccc(Oc2ccc(F)cc2)nc1	-4	1	-4	2	-5	5	-5	0.0	-0.1
O=S(=O)(NCCCNS(=O)(=O)c1c(F)cccc1F)c1ccc2c(c1)OCCO2	16	28&-2	4	0&0	-11	7&1	x	0.7	-0.3&0.5
COCCCNC(=O)c1ccc(C(=O)NCCCOC)cc1	4	1	-1	4	2	-3	-15	0.3	0.8
O=C(O)Cc1ccc(NC(=O)C2CC=CCC2C(=O)O)cc1 (stereo not drawn)	-1	1	1	2	-6	-7	x	-0.3	0.5
COc1cccc(C2C(C(N)=O)=C(C)Nc3nc(-c4cccc(Cl)c4)nn32)c1 (stereo not drawn)	15	-1	33	6	-12	-2	-5	-0.3	1.1
COc1ccc(OC)c(/C=N/NC(=O)c2csc3ccccc23)c1	-36	-1	9	0	-8	0	-10	0.0	0.1
CCCn1nc(NC(=O)COC)c2cc3cccc(C)c3nc21	10	-2	5	3	-5	-14	-9	-0.1	-0.9
Cc1cc(C(C)(C)C)oc1C(=O)N(CC(=O)NC1CCCC1)Cc1ccccc1Cl	-27	-3	6	5	9	-3	-32	1.0	2.0
O=C(CSc1nnnn1C1CCCC1)NCc1ccccc1	8	-1	-11	-1	-11	-5	0	-1.7	-0.8
COC(=O)CCNS(=O)(=O)c1ccc2ccccc2c1	-8	13	-19	4	16	-6	x	-0.5	0.0

Look-ups from the list.
D2 ag result of `COc1ccc(C(=O)Nc2ccc(-c3cn4ccsc4n3)cc2)cc1S(=O)(=O)N1CCOCC1` reads 0.6
D2 antag result of `COc1cccc(C2C(C(N)=O)=C(C)Nc3nc(-c4cccc(Cl)c4)nn32)c1` (stereo not drawn) reads 15
D1 potentiator result of `CC1=NN(C(=O)Cc2ccc([N+](=O)[O-])cc2)C(O)(C(F)(F)C(F)(F)F)C1` (stereo not drawn) reads -1
RXFP1 antagonist result of `COc1ccc(OC)c(/C=N/NC(=O)c2csc3ccccc23)c1` reads -10
TRHR ag result of `COC(=O)CCNS(=O)(=O)c1ccc2ccccc2c1` reads 0.0

Additional results:
molecule	D2 antag	TRHR PAM	D1 antag	D1 ag	D2 PAM	D1 potentiator	RXFP1 antagonist	D2 ag	TRHR ag
O=C(CN1C(=O)/C(=C2\SC(=S)N(C3CCS(=O)(=O)C3)C2=O)c2ccccc21)Nc1ccc(F)cc1 (stereo not drawn)	-3	-4	-1	2	-3	-1	-8	0.4	-0.2
NC(=O)c1cc([N+](=O)[O-])ccc1NCC1CCCCC1	-1	4	-1	3	-16	1	x	-1.9	-0.6
O=C(N/N=C/c1ccc[nH]1)c1cccnc1	x	-8	1	5	x	-3	0	x	0.6
Cc1ccc(S(=O)(=O)/N=C(\c2ccccc2)N(C)S(=O)(=O)c2ccc(C)cc2)cc1	-12	1	19	0	0	-5	-22	-0.1	-1.1
Cc1ccc(-c2cc3ccccc3nc2N2CCOCC2)cc1	-27	4	-15	-2	4	0	-2	-0.2	-0.5
CC(=O)N1c2ccccc2C(=O)C1N1CCN(c2ccccc2)CC1 (stereo not drawn)	x	-3	21	4	3	-4	-12	0.1	-0.5
c1ccc(N2CCN(c3ncccn3)CC2)cc1	14	4	12	1	12	5	-8	1.2	0.0
CCc1ccccc1N1CSC2=C(C#N)C(c3ccccc3F)CC(=O)N2C1 (stereo not drawn)	-5	-2	-21	3	9	-4	18	0.0	-0.3
O=C(CN1C(=O)c2ccccc2S1(=O)=O)NCc1ccccc1	x	30	-8	1	x	-2	-16	x	0.3
CC1CN(C(=O)Nc2ccc(C(=O)NCCc3ccccc3Cl)cc2)c2ccccc2S1 (stereo not drawn)	x	-3	-14	3	-12	-4	-26	0.0	0.5
Cc1cc(N2CCOCC2)ccc1/C=C1\NC(=O)N(Cc2ccccc2F)C1=O	-3	4	-9	5	x	-6	9	-0.2	1.6
C=CCN(CC=C)CCCOc1ccccc1C(=O)OC	26	-1	6	6	-12	-1	-4	-1.0	0.2
CC(=O)c1ccc(OCC(O)CN2CCN(c3ccccn3)CC2)cc1 (stereo not drawn)	88*	2	-60*	2	-20	-6	x	83*	0.0
O=C(CCN1N=C(c2ccccc2)CCC1=O)NCC1COc2ccccc2O1 (stereo not drawn)	5	5	3	-1	-2	0	3	-0.7	-0.5
CCC1(C)CC2(CCCN(CCC(O)(c3ccccc3)c3ccccc3)C2)CCO1 (stereo not drawn)	x	-9	7	5	-15	-9	-25	1.4	-0.2
COc1ccc2cc3cc(C(=O)NCc4ccccc4OC)oc3nc2c1	x	1	-6	0	-1	-1	x	-0.2	-0.2

Screens as filed in PubChem.
